High-throughput results (PubChem)
LDHA inh: inhibitors of human lactate dehydrogenase A; purified LDHA, NADH/diaphorase-resazurin fluorescence; stronger effect = lower value; P00338; activity change, % (values are at about 110 or 230 µM); 480,000 tested, 0.15% active; in the data active = activity change below about -30%; inconclusive = mostly about -25% to -30%;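 note: plate controls were DMSO wells for no effect and wells without enzyme for full effect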
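Human LDH5 (2 nM) was incubated with 0.06 mM NADH and 0.2 mM pyruvate for 5 min at room temperature in Tris pH 7.4. Remaining NADH was coupled through diaphorase/resazurin, and resorufin fluorescence was read at 0 and 20 min.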
POLH inh: blocks human DNA polymerase eta activity | recombinant Pol eta, fluorescent DNA replication assay | Q9Y253 | Potency, µM (titrated, usually from 114 µM), without a hit: at the highest dose activity change, negative = inhibition, actives largely listed as inhibitors | 390,000 tested, 1.2% active; note: potency is the fitted concentration of half-maximal effect; % is set by controls: 0 for no effect and ±100 for the full control effect
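Fluorescent replication assay: 50 nM final substrate added after a 15 min room-temperature compound preincubation with 10 nM enzyme. Signal taken at 0 min and again at 10 min.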
APE1 inh: inhibitors of human APE1 endonuclease | P27695 | recombinant APE1, TAMRA/BHQ-2 abasic DNA cleavage fluorescence | Potency, µM (titrated, usually from 65.8 µM), for the others: top-dose activity change, negative = inhibition, actives largely listed as inhibitors | 350,000 tested, 0.35% active;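 note: potency is the fitted concentration of half-maximal effect; plate controls were vehicle for no effect and reference inhibitor for full effect; nearly all actives have a fitted effect of over 55% in size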
Target sequence (P27695 whole entry, looked up): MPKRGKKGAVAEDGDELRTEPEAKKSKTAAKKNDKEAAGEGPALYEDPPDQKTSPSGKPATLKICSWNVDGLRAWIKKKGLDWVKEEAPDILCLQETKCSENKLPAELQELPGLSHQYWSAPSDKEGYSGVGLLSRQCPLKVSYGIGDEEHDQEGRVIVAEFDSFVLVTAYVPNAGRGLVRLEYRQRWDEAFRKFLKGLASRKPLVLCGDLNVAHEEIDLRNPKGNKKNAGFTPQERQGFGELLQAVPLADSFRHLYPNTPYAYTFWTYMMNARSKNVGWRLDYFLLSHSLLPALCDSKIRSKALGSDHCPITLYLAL
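Enzyme (0.75 nM final) and test compound are incubated 15 min at room temperature before adding 50 nM quenched THF abasic-site duplex. Cleavage dequenches TAMRA, followed at 525/598 nm over three reads one minute apart.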
POLB inh: DNA polymerase beta (human) inhibition. P06746. Pol beta primer extension/strand displacement, fluorescence kinetic. Potency, µM (titrated, usually from 114 µM), inactives show at the top dose activity change, negative = inhibition, usual class: inhibitors. 340,000 tested, 1.3% active. AID 485314; note: potency is the fitted concentration of half-maximal effect; % is set by controls: 0 for no effect and ±100 for the full control effect
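Homogeneous kinetic assay of primer extension and strand displacement by 10 nM Pol beta, preincubated 15 min at room temperature with compound before 50 nM substrate (final) was added. Read at 0 and 10 min; four-parameter Hill fit.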
Pol kappa inh: DNA polymerase kappa (human) inhibition; Q9UBT6; purified Pol kappa, fluorescent DNA synthesis assay, 10 min; Potency, µM (doses to about 107 µM), inactives show at the highest dose activity, negative = inhibition, usual class: inhibitors; 400,000 tested, 0.53% active; AID 588579; note: potency is the fitted concentration of half-maximal effect; % is set by controls: 0 for no effect and ±100 for the full control effect
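Activity was followed as the change in fluorescence between reads at 0 and 10 min after starting the reaction with 50 nM substrate. Beforehand, 10 nM polymerase had been preincubated with compound for 15 min at room temperature.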
ERG Ets-DNA blk: inhibitors of human ERG Ets domain-DNA interaction; AID 624246; fluorescence polarization, His-ERG Ets domain / labelled DNA; 370,000 tested, 0.028% active; P11308; Potency, µM (highest dose often 76.9 µM), without a hit: top-dose FP activity, negative = inhibition, hits mostly inhibitors; active = well fitted inhibition curve with a large enough effect in the polarisation, with a control signal flat; inconclusive = small, poorly fitted or top-dose-only effect, or effect the other way, or a change in a side signal; inactive = no such curve, though single readings can be large or run the other way; the % refers to the polarisation;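 note: polarization taken with two DNA probes labelled with fluorescein and Texas red; potency is the fitted concentration of half-maximal effect; % of control where 0% means no effect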
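His-tagged ERG Ets domain (1 uM in the protein solution; 300mM KCl, 50mM Tris-HCl, 1mM EDTA, 1mM DTT, pH 7.5) received compound, then a probe mix of 5 nM fluorescein-DNA and 100nM Texas-615-DNA. Fluorescence polarization was read for both dyes.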
RGS4 inhibitor: inhibitors of human regulator of G protein signaling 4 | P49798 | Potency, µM (doses to about 114 µM), inactives show top-dose activity change, negative = inhibition, hits mostly inhibitors | 390,000 tested, 0.039% active | Transcreener GDP fluorescence polarization, RGS4-accelerated GTP hydrolysis | AID 504845; note: potency is the fitted concentration of half-maximal effect; % is set by controls: 0 for no effect and ±100 for the full control effect; nearly all actives have a fitted effect of over 75% in size; some results filed as inactive show a strong effect at the top dose
Target sequence (P49798 whole entry, looked up): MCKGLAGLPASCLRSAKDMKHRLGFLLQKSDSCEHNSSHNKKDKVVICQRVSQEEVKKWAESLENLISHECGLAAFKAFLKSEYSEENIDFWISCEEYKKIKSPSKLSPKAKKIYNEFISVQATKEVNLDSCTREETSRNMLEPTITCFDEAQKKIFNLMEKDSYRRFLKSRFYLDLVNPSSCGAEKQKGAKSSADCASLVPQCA
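MLSMR compounds (23 nl, pin-transferred) preincubated 10 min at room temperature with a 500nM (2x) first reagent, then RGS4 at 900nM (2x) plus Transcreener GDP mix added; fluorescence polarization (620/688 nm) read before and after 90 min at 30 °C.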
Apoferritin bind: binds horse apoferritin like a general anesthetic. P02791. apoferritin/1-aminoanthracene competitive binding, fluorescence. Potency, µM (highest dose often 77.5 µM), for inactives: top-dose activity change, negative = displacement, actives largely listed as inhibitors. 350,000 tested, 0.074% active. AID 485281; note: potency is the fitted concentration of half-maximal effect; % is set by controls: 0 for no effect and ±100 for the full control effect; nearly all actives have a fitted effect of over 20% in size
Target sequence (P02791 2-175 limits assumed): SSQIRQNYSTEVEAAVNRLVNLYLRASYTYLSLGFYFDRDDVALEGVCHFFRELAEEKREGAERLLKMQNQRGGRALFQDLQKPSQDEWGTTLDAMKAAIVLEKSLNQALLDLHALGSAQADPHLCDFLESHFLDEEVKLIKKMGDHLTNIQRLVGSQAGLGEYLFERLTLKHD
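10 uM apoferritin + 50% sat. 1-AMA, PBS; cpd 10 min RT; Ex380/Em535 endpoint; normalized to free probe vs complex; 4-param Hill fit; propofol titration as pos. ctrl.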
12-LOX inh: blocks human arachidonate 12S-lipoxygenase | P18054 | purified 12hLO, xylenol orange hydroperoxide absorbance | Potency, µM (series often up to 108 µM), for the others: top-dose activity change, negative = inhibition, most hits filed as inhibitors | 580,000 tested, 1.1% active | AID 1671190; note: potency is the fitted concentration of half-maximal effect; % is set by controls: 0 for no effect and ±100 for the full control effect
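Purified human 12hLO (150 nM final) in 25 mM Hepes, 0.01% Triton X-100, pH 7.0 was preincubated 15 min at room temperature with compound. Then 40 uM arachidonic acid was added, 30 min. Hydroperoxide was read by Fe-XO absorbance ratio 573/405 nm.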
Starred values were filed as active, the others as inactive; ? = inconclusive; . = no result given; & = joins results of further samples; [ ] = another dose, or the depositor's remark. Unless noted, calls come from the whole dose curve; as a rule, active = well fitted curve in the direction sought with a large enough effect; inconclusive = small, poorly fitted or top-dose-only effect, or another doubt; inactive = no such curve, though single readings can be large; an effect the other way counts as inactive or inconclusive. An excerpt; count on the stated rates, not on these rows.

SMILES	LDHA inh	POLH inh	APE1 inh	POLB inh	Pol kappa inh	ERG Ets-DNA blk	RGS4 inhibitor	Apoferritin bind	12-LOX inh
COc1ccccc1C(O)(C(=O)N(NC(C)=O)c1ccccc1)c1ccccc1OC	-5	-19%	-10%	9%	4%	-9%	1%	5%	0%
O=C(CNC(=O)c1ccccc1F)NCCc1ccc(Cl)cc1	0	-11%	60%[activator]	19%	8%	20%	18%	4%	-18%
COc1ccccc1-c1cc(C(=O)NN)[nH]n1	-3	-11%	1%	8%	-13%	-1%	11%	-2%	4%
COc1cc(CCC(=O)Nc2nccs2)cc(OC)c1OC	-8	2%	-2%	56%	-4%	-17%	16%	-2%	4%
O=C(/C=C/Nc1ccccc1F)c1cccs1	-2	-8%	10%	2%	-18%	1%	-24%	-2%	?
O=C(O)CSc1nnc2c(n1)[nH]c1ccccc12	0	-9%	-3%	18%	0%	1%	?	-7%	-27%
COc1cccc(C(c2c(O)cc(C)n(Cc3ccco3)c2=O)N2CCC(C)CC2)c1 (centres undefined)	3	-23%	.	-25%	-1%[60.1 µM]	2%	-15%	-8%	-11%
CC1CCN(C(=O)C2(NC(=O)Nc3cccc(F)c3)CCCCC2)CC1	-3	-7%	1%	2%	-11%	-2%	13%	-6%	11%
CON1C(=O)C(=O)N(OC)C2CCCCCC21 (centres undefined)	-2	-22%	-1%	12%	-17%	-7%	-14%	2%	3%
COCCNc1nc(C)cc(-c2cc(C(=O)Nc3ccccc3)on2)n1	-4	-15%	.	.	-1%	-6%	-2%	.	.
N#Cc1ccc(S(=O)(=O)N2CCN(Cc3cccs3)CC2)cc1	-6	-16%	-4%	.	4%	1%	-1%	.	158%[activator]
COc1ccc(NC(=O)CNc2cccc(C#N)c2)cc1Cl	-14	-2%	-4%	-4%	-3%	3%	-3%	-19%	65%[activator]
C=CCNC(=S)N1CCN(Cc2ccc3c(c2)OCO3)CC1	-7	-13%	2%	3%	-3%	3%	-34%	-6%	?
COc1ccccc1C(=O)Nc1nnc(S(=O)(=O)N2CCCCCC2)s1	-4&-2	-10%&-1%	5%	14%&10%	-24%&-7%	-6%&0%	4%&15%	?	8%[57.4 µM]
CC(=O)Nc1nc(-c2ccc3ccccc3c2)cs1	-1	-17%	-6%	0%	3%	2%	-25%	-4%	3%
COc1ccccc1NC(=O)c1ccc(NC(=O)Cc2n[nH]c(=O)c3ccccc23)cc1	-3	7%	1%	6%	9%	13%	-1%	?	-16%
COc1ccccc1NC1CCCCC1NS(=O)(=O)c1ccccc1 (centres undefined)	3	-6%	-8%	-1%	14%	7%	-7%[56.9 µM]	-2%	?
CC(C)(C)NC(=O)c1sccc1C(=O)O	-7	0%	0%	1%	-4%	-2%	14%	47%[activator]	-23%
CCOc1ccc(OCc2ccc(C(=O)NCc3cccnc3)o2)cc1	-2	-12%	2%	23%	-8%	-3%	-44%	?	0%
Cn1c(=O)c2cc(C(=O)NCCCN3CCN(c4cccc(Cl)c4)CC3)sc2c2ccccc21	-3	-3%	.	6%	0%	-3%	5%	0%	?
Cc1c(NC(=O)C(C)OC(=O)CC2Sc3ccccc3NC2=O)c(=O)n(-c2ccccc2)n1C (centres undefined)	0	6%	17%	21%	-13%	4%	-15%	-13%	-10%
O=C(Cc1ccc(Cl)cc1)NCCc1ccc(F)cc1	-6	-3%	.	.	8%	-16%	-7%	.	?
Cc1cc(C)n(CC(O)CN(c2cccc([N+](=O)[O-])c2)S(=O)(=O)c2ccccc2)n1 (centres undefined)	1	-12%	-3%	-2%	5%	-2%	11%	-17%	.
Cc1ccc(Cl)cc1NC(=S)N(Cc1cccs1)C1CCCC1	-1	-8%	3%	-10%	-2%	1%	-3%	-5%	-16%
COC(=O)C1C2C=CC3(CN(CC4CCCO4)C(=O)C13)O2 (centres undefined)	-10	-13%	0%	?	2%	4%	-32%	6%	0%[57.4 µM]

Single records, from the list above. Order of screens: LDHA inh	POLH inh	APE1 inh	POLB inh	Pol kappa inh	ERG Ets-DNA blk	RGS4 inhibitor	Apoferritin bind	12-LOX inh
Shown for O=C(CNC(=O)c1ccccc1F)NCCc1ccc(Cl)cc1 → 0	-11%	60%[activator]	19%	8%	20%	18%	4%	-18%
Shown for CON1C(=O)C(=O)N(OC)C2CCCCCC21 (centres undefined) → -2	-22%	-1%	12%	-17%	-7%	-14%	2%	3%

Remaining list, next part:
SMILES	LDHA inh	POLH inh	APE1 inh	POLB inh	Pol kappa inh	ERG Ets-DNA blk	RGS4 inhibitor	Apoferritin bind	12-LOX inh
COc1ccc(N2CCN(C(=O)c3cccc(F)c3)CC2)c([N+](=O)[O-])c1	-11	-15%	-1%	6%	0%	2%	15%	?	-12%
O=C1OCCC1Sc1nc2ccccc2[nH]1 (centres undefined)	-7	-5%	-3%	-1%	-25%	1%	19%	-11%	-19%
CCc1ccc(NC(=O)c2cc3c(=O)n(Cc4cccnc4)ccc3nc2C)cc1	-11	-3%	.	-2%	2%	-2%	18%	-3%	-12%
C#CCn1c(=NC(=O)c2cccs2)sc2cccc(OC)c21	-13	?	-3%	20µM*	-12%	-4%	-38%	26%	1%
CC1(C)C(=O)Nc2ccccc2N1C(=O)COC(=O)c1ccc(Cl)c(S(=O)(=O)NCc2ccccc2)c1	2	-20%	-2%	-11%	-4%	14%	-37%	?	-25%
CCN(CC)S(=O)(=O)c1ccc(OC(C)C)c(NC(=O)c2c3c(nc4ccccc24)CCN(Cc2ccccc2)C3)c1	0	-15%	-9%	8%	-4%	-12%	11%	-22%	-19%
COc1ccc(-c2nnn(CC(=O)N(CC(=O)NCCC(C)C)Cc3cccs3)n2)cc1OC	-3	-11%	-2%	2%	-6%	0%	13%	-8%	5%
Cc1nn(CC(=O)NCc2ccc(-n3cccn3)cc2)c(C)c1[N+](=O)[O-]	-6	-21%	1%	20%	-1%	-8%	-10%	-13%	8%
COc1ccccc1N1CCC(N2CCN(CC(C)(C)C)C(CCO)C2)CC1 (centres undefined)	0	-7%	4%	44%	7%	12%	-4%	5%	?
C=CC[C@@H](CC(=O)NCCO)C(=O)NC[C@@H](OC(=O)[C@H](CC=C)CC(=O)OC(C)(C)C)c1ccccc1	0	-15%	2%	.	-14%	-1%	-16%	.	-1%
CCc1nc(SCC(=O)Nc2ccccc2C)n[nH]1	-1	-9%	7%	32%	3%	2%	22%	-2%	13%
CCOc1ccc(C(=O)OCC(=O)NCC2CCCO2)cc1 (centres undefined)	0	-14%	2%	.	8%	9%	5%	.	22%
Nc1ccc(NS(=O)(=O)c2ccccc2)cc1	-1	-17%	-6%	23%	5%[60.1 µM]	-7%	6%	?	-1%
CCC1ON(c2ccccc2)C2c3nc4ccccc4n3CC12 (centres undefined)	4	-6%	-1%	-10%	0%	1%	-1%	-4%	-12%
Cc1nc(C)c(C(=O)NNC(=O)c2ccc(Br)cc2)s1	-7	-14%	6%	54%	-14%	2%	8%	3%	?
COc1ccc(C(=O)N2CCc3cc(OC)c(OC)cc3C2COc2ccc3c(C)cc(=O)oc3c2)c(OC)c1 (centres undefined)	-1	-21%	.	-20%	-4%	0%	4%	?	-19%
Cc1occc1C(=O)NNC(=O)NC12CC3CC(CC(C3)C1)C2	-5	4%	12%	31%	-12%	-9%	17%	?	-9%
CSCCC(NS(=O)(=O)c1ccc2c(c1)oc(=O)n2C)C(=O)N1CCN(c2ccc(C(C)=O)cc2)CC1 (centres undefined)	3	-17%	.	?	-11%[60.1 µM]	-11%	-1%	6%	0%
CC1CCC2(CC1)NC(=O)N(CC(=O)Nc1ccc(F)cc1)C2=O (centres undefined)	2	-13%	-5%	.	11%	5%	?	.	-7%
CC1(C)SC(=S)N(/N=C/c2cccnc2)C1N(O)C(=O)NC1CCCCC1 (centres undefined)	-3	-24%	4%	16%	-8%	2%	-13%	3%	16%
Cc1ccc2ncc(C(=O)Nc3ccc(OC(F)(F)F)cc3)c(=O)n2c1	-6	0%	.	8%	-4%	-6%	8%	6%	-28%
O=C(CCn1ccc2cc(S(=O)(=O)N3CCCC3)ccc21)NCc1cccc(Cl)c1	3	-14%	.	-2%	-15%	7%	12%	54%[activator]	-25%
COc1cccc(-c2cc(C(=O)Nn3cnnc3)c3ccccc3n2)c1	-2	12%	-1%	5%	-5%	.	21%	-9%	8%
Cn1c2ccccc2c2c(C(=O)NCc3ccco3)cn(C3CCCCC3)c(=O)c21	13	-4%	-2%	22%	4%	13%	?	-17%	0%[57.4 µM]
CCOc1ccc2oc(=O)cc(CN3CCN(C(=O)c4ccc(OC)c(OC)c4)CC3)c2c1	-1&6	?	.	11%	-14%	-1%	5%	-11%	-23%&-24%
O=C(O)c1[nH]c2ccccc2c1C=NCc1ccccc1Cl	-3	6%	-5%	2%	-10%	3%	-27%	-2%	-4%
CC1(Br)C2CCCC1C2S(=O)(=O)c1ccccc1 (centres undefined)	-3	-19%	2%	10%	-15%	-8%	7%	?	-18%
O=C(O)C1CCN(S(=O)(=O)c2cccnc2)CC1	-7	-8%	3%	1%	-1%	3%	25%	-2%	20%

With a hit mark in POLB inh (from the list above):
SMILES	LDHA inh	POLH inh	APE1 inh	POLB inh	Pol kappa inh	ERG Ets-DNA blk	RGS4 inhibitor	12-LOX inh
C#CCn1c(=NC(=O)c2cccs2)sc2cccc(OC)c21	-13	?	-3%	20µM*	-12%	-4%	-38%	1%
